# IMP-1 inh: IMP-1 metallo-beta-lactamase inhibitors, primary screen, biochemical, epi-absorbance readout, Pseudomonas aeruginosa enzyme; AID 1556, 2009; inhibition, % at 5.6 µM; purified IMP-1, nitrocefin hydrolysis, epi-absorbance fluorescence; metallo-beta-lactamase IMP-1 (Pseudomonas aeruginosa); hit rate 0.45% among 290,000;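 active = inhibition above the mean plus 3 SD of all compounds in the same screening run, cut at about 4.5% in these data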;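 also: 0% = IMP-1 with DMSO and 100% = DMSO wells lacking enzyme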
#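 Test system: recombinant IMP-1 enzyme, purified / Medium: HEPES buffer pH 7.1 with ZnSO4 and Brij 35 / Doses: single dose, 5.6 µM / Times: 25 °C, 15 min preincubation, 25 min reaction / Detection: Epi-absorbance via hydrolysed-nitrocefin quenching of white-plate fluorescence, 480/530 nm, EDTA stop / Evaluation: percent inhibition from optical density relative to buffer-blank wells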
# DNA FID counter: compounds displacing fluorescent DNA intercalator, primary screen, artefact control for HCV NS3 helicase inhibitor project, biochemical, FID fluorescence | DNA fluorescent intercalator displacement | inhibition, % at 7.9 µM | hit rate 0.17% among 290,000 | AID 1845, 2009; in the data active = inhibition above about 37%;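 also: 0% = vehicle and 100% = reference compound; higher means more ethidium bromide displaced from hairpin DNA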
# IDE act: human IDE activators in live cells, primary screen, fluorescence polarization, HEK cells, FAbeta-B substrate | FAbeta-B cleavage; 0% vehicle, 100% cell-free pure enzyme wells | activation, % at 5.96 µM | hit rate 0.073% among 340,000;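 active = activation above the mean of all tested compounds plus 3 SD, set per screening campaign, cut at about 17% in these data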
# VIM-2 inh: VIM-2 metallo-beta-lactamase inhibitors, primary screen, biochemical, epi-absorbance readout, Pseudomonas aeruginosa enzyme; purified VIM-2, nitrocefin hydrolysis, epi-absorbance fluorescence; inhibition, % at 5.6 µM; hit rate 0.89% among 290,000;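 active = inhibition above the mean of all tested compounds plus 3 SD, cutoff set per screening run, cut at about 7.5% in these data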;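 also: red hydrolysis product quenches plate fluorescence so inhibitors raise well fluorescence; 0% = enzyme with DMSO and 100% = DMSO without enzyme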
# HCV NS3 hel inh: inhibitors of HCV NS3 helicase, primary screen, biochemical, Cy5 molecular beacon fluorescence; Hepatitis C virus NS3 helicase; NS3 helicase DNA unwinding; inhibition, % at 10.9 µM; hit rate 0.56% among 290,000;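 active = inhibition above the mean of all tested compounds plus 3 SD, set per campaign, cut at about 35% in these data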;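 also: 0% = DMSO wells and 100% = thioflavine S control wells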
#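 Compound dosing – single dose, 10.9 µM nominal final, DMSO 0.8% final · System – NS3 helicase fragment of HCV · Buffer or medium – MOPS pH 6.5, MgCl2, DTT, Tween20, BSA · Signal – Cy5 beacon fluorescence read at start and 1 h · Also added – annealed dual-labelled DNA beacon duplex, ATP-started · Schedule – 1 h at 25 °C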
# UBC9 SUMO inh: inhibitors of in vitro SUMOylation cascade, primary screen, biochemical, HTRF, uHTS; SUMO-conjugating enzyme UBC9 (Homo sapiens), P63279; HTRF SUMOylation assay, SAE1/SAE2 + UBC9; inhibition, % at 35 µM; hit rate 0.36% among 290,000; AID 2006, 2009; in the data active = inhibition above about 50%, passing the limit was not always enough; also: strong numbers were not always called active
# Target sequence (P63279 whole entry, looked up): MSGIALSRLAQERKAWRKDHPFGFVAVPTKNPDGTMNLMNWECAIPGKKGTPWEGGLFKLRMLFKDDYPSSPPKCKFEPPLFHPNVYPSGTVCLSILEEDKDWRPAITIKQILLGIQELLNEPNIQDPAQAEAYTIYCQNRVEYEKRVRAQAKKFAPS
# PHOSPHO1 inh: PubChem AID 1565; hit rate 1.1% among 290,000; inhibition, % at 13.3 µM; Phosphoethanolamine/phosphocholine phosphatase (Homo sapiens), Q8TCT1; recombinant PHOSPHO1, absorbance phosphatase assay; in the data active = inhibition above about 60%
# Target sequence (Q8TCT1 whole entry, looked up): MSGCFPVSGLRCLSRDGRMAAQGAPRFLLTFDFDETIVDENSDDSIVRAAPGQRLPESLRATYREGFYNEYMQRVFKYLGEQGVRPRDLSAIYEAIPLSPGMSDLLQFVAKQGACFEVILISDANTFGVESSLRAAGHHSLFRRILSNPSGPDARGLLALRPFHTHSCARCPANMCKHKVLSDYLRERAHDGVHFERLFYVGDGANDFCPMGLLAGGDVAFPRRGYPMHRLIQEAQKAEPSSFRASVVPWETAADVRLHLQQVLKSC
# pCIP destab: p/CIP-EGFP fusion destabilizers, primary screen, fluorescence, F442A cells | Q05BA5 | 16 h | decrease of EGFP signal, % at 10 µM | hit rate 0.01% among 290,000 | AID 1984, 2009;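 active = EGFP signal decrease of at least 30% at 10 µM or well 3 SD below plate mean, unless failing retest; inactive = the rest, including hits failing retest or dose response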; also: some compounds called inactive have numbers as strong as hits; many of its hits are not listed in these tables
# MEKK3 PB1 HTS: modulators of MEKK3-MEK5 PB1 binding, primary screen, biochemical, wildtype MEKK3, multiplex bead flow cytometry, Alexa488-MEK5; hit rate 1.4% among 290,000; Mitogen-activated protein kinase kinase kinase 3 (Homo sapiens), Q99759; binding response (% of control), % at 10 µM; bead-based flow cytometry, Alexa488-MEK5 binding to MEKK3; actives lie on both sides; 0 = blocked by unlabeled MEK5, 100 = vehicle;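 active = binding response more than 3 SD above or below the average of its plate-row segment, actives on both sides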;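 also: Alexa488 bead fluorescence after subtracting the streptavidin-only scavenger bead signal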
# Target sequence (Q99759 whole entry, looked up): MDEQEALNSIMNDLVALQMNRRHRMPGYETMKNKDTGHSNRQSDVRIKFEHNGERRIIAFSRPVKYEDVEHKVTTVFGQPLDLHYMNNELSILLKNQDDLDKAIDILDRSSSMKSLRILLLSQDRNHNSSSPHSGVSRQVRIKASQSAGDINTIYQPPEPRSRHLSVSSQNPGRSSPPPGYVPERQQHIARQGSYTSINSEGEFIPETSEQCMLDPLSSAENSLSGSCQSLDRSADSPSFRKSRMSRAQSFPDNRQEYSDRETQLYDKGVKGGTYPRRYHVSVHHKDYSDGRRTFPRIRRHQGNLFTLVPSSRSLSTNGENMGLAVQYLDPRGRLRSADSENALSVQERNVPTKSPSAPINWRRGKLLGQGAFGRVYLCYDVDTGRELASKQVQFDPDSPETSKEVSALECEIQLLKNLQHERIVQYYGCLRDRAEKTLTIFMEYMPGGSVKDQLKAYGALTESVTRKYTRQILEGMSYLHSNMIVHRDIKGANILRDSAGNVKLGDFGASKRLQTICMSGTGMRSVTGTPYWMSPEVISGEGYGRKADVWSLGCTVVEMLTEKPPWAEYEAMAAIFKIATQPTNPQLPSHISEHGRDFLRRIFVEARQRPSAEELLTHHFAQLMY
# Numbers without * were called inactive; . = no result given. A portion of the library. The share of hits here may be higher or lower than overall.
# Values run as follows: IMP-1 inh	DNA FID counter	IDE act	VIM-2 inh	HCV NS3 hel inh	UBC9 SUMO inh	PHOSPHO1 inh	pCIP destab	MEKK3 PB1 HTS
- CC(C)c1ccc(NC2CCCN(C(=O)CCc3cnn(C)c3)C2)cc1 (stereo not given)
    -2.0	-41	5	-0.7	2	13	56	-16	105
- COc1ccccc1-c1noc2ncnc(Nc3cccc(C)c3C)c12
    1.3	-26	3	0.1	-4	-3	4	5	102
- CN(C)c1ccc(NC(=O)/C=C/c2ccccc2Cl)cc1
    -0.9	4	7	-0.9	5	13	-4	-3	101
- CSc1ccccc1C(=O)NC1CCCCCC1
    -1.5	-5	3	-2.5	-1	5	3	-6	100
- Cc1nn(-c2ccccc2)c(N)c1Sc1cccc([N+](=O)[O-])c1
    -4.2	-4	0	-3.5	0	20	-30	-14	98
- COC(=O)CN=C1OC(=O)N2C(=O)C3=C4[C@@H](C[C@H]5C(=O)N(c6ccccc6)C(=O)[C@H]5[C@H]4[C@@]12Cc1ccccc1)[C@H]1C(=O)N(c2ccccc2)C(=O)[C@H]1[C@H]3C
    .	.	0	.	.	-21	35	-8	102
- C=CCn1c(O)c(C(CC)=NCc2cccnc2)c(=O)[nH]c1=O
    2.0	0	2	-1.9	4	26	11	-7	93
- CCOC(=O)COc1ccc2c(=O)c(-c3ccccc3)coc2c1
    0.4	-31	3	1.8	1	-33	35	-5	91
- O=C(/C=C/c1cccc(Cl)c1)NCCCN1CCOCC1
    -1.4	4	2	-2.4	2	10	-18	-4	105
- Cc1ccc2c(c1)c(CC(=O)Nc1ccc(F)cc1)c(C(=O)O)n2C
    -3.6	-36	1	-5.4	8	19	13	-4	91
- O=C(c1ccc(COc2ccccc2[N+](=O)[O-])o1)N1CCCCCC1
    -2.7	-20	2	-0.3	-1	-33	1	-4	103
- Nc1nc(SCC(=O)NC2CCCc3ccccc32)n[nH]1 (stereo not given)
    -2.8	0	-3	0.0	5	13	15	14	.
- Cn1nc(C(F)(F)F)c(C(=O)Nc2cccc(Cl)c2)c1Cl
    -0.4	3	5	-1.6	1	-10	40	-15	95
- Cc1nnc(NC(=O)c2ccccc2-c2ccccc2C(=O)O)s1
    -1.0	-19	2	1.3	24	14	16	-4	92
- CCc1nn2c(=O)c(S(=O)(=O)Nc3ccc(Cl)cc3)c(C)nc2s1
    -5.5	-35	1	-0.6	3	11	36	-2	100
- CC1=NS(=O)(=O)c2cc(Cl)ccc2N1
    -3.2	-12	5	-2.0	22	24	-4	-12	89
- CN1CCC(N(C)C(=O)/C(C#N)=C/c2ccccc2)CC1
    2.6	-3	0	1.6	24	14	.	-4	91
- CCNc1nc(NC(C)C)nc(Oc2ccc(=O)n(C)n2)n1
    -1.7	-3	2	-0.8	2	-8	46	-5	105
- O=c1cc(NCc2ccco2)c2ccccc2o1
    -2.7	0	0	-5.0	2	-15	7	7	109
- COc1ccc(NC(=O)N2CCCCCC2)cc1OC
    -0.3	-4	4	-2.8	0	2	36	1	96
- O=C(Nc1ccc(F)c(Cl)c1)Nn1cnnc1
    -4.3	-11	2	-1.7	24	46	51	-47	99
- CN(C)C(=O)c1ccc(-n2cnc3ccccc3c2=O)cc1
    -4.5	-8	5	-3.3	9	11	38	-2	107
- CN(C)/C=N/c1cnc(C(=O)c2ccc(Cl)cc2)n1C
    -1.5	-5	6	-0.9	4	-2	-6	7	96
- CCOc1ccc(N(CC(=O)N2CCCC2)S(=O)(=O)c2ccc(Cl)cc2)cc1
    -1.8	-39	1	-2.8	-9	3	13	-8	100
- NC(=O)COc1ccc2c3c(c(=O)oc2c1)CCCCC3
    1.0	-17	-1	8.0*	9	29	18	-7	95
- Cc1c(C2CC(=O)N(c3ccccc3)C2=O)[nH]n(-c2ccccc2)c1=O (stereo not given)
    -0.4	-4	4	0.8	23	3	25	-15	103
- CC(c1nc2ccccc2n1Cc1ccccc1)N1CCCCC1 (stereo not given)
    -2.9	-4	5	-0.6	0	-1	1	-2	102
- CCC(C)c1ccc(NC(=O)c2[nH]c(C)c(C(C)=O)c2C)cc1 (stereo not given)
    -2.5	-18	-1	-2.1	-13	5	27	-6	95
- Cn1cnc([N+](=O)[O-])c1Sc1ncccc1N
    -3.5	-4	0	-3.8	-16	2	102*	0	102
- CS(=O)(=O)N1CCCC(C(=O)N2CCN(c3cccc(Cl)c3)CC2)C1 (stereo not given)
    -0.1	-14	2	-1.8	4	4	10	-6	99
- S=C1NCCOCCOCCOCCOCCNC(=S)N2CCOCCOCCN1CCOCC2
    -3.2	-22	6	-3.9	4	2	-9	-11	97
- CCN1CCN(C(=O)CCc2nnc(CCc3c[nH]c4ccccc34)o2)[C@@H](C)C1=O
    -3.5	-32	2	-1.4	-14	-3	34	4	104
- COc1ccccc1NS(=O)(=O)c1ccc2oc(SC)nc2c1
    -2.2	-23	4	-1.8	-3	15	5	-24	102
- O=C(/C=C/c1ccccc1[N+](=O)[O-])OC1CCCCC1=O (stereo not given)
    -4.4	4	0	-2.3	7	7	53	-8	102
- O=C(c1cc(COc2ccc(F)cc2F)on1)N1CCSCC1
    -1.5	-5	-8	-1.2	5	-8	40	-16	96
- CCN1CC=C2C(C#N)=C(N)C(C#N)(C#N)C(c3cc(Cl)ccc3Cl)C2C1 (stereo not given)
    -2.6	11	-2	-1.0	32	39	-6	6	.
- COc1cc(C2C(C#N)=C(N)N(N(C)C)C3=C2C(=O)CCC3)cc(OC)c1OC (stereo not given)
    -1.1	-15	-2	-3.2	5	5	.	-21	100
- COc1ccccc1CNC(=O)CCNC(=O)N1CC(=O)Nc2ccccc21
    -2.5	-20	4	-2.5	4	-3	-45	-5	101
- CSc1ccccc1C(=O)C1CCCN(C(=O)c2csnn2)C1 (stereo not given)
    -4.1	-4	0	-3.3	-3	4	44	-16	98
- O=C(N/N=C/c1cccnc1)c1cc(O)c(O)c(O)c1
    -2.1	-4	-5	-0.2	12	-14	-3	7	99
- Cc1ccc(NC(=O)C/C(N)=N/O)cc1C
    -2.9	-1	-4	-1.8	3	21	69*	-14	99
- CCc1cc(-c2n[nH]c(CCC(=O)O)c2-c2nc3ccccc3n2C)c(O)cc1O
    -2.9	-36	-6	-2.9	-2	1	9	3	101
- CSc1ccccc1NC(=O)Cn1c(-c2cscn2)nc2ccccc21
    -2.1	-17	8	0.8	2	21	10	-10	102
- CCCOc1ccc(NC(=O)c2c(-c3ccccc3)noc2C)cc1
    3.1	-5	0	-0.2	7	-1	-4	-6	109
- COc1ccc(NC(=O)C/C(C)=N/NC(=O)C(=O)Nc2cccc(Cl)c2C)c(OC)c1
    0.2	-19	1	0.6	-4	-5	59	-3	97
- Cn1c(=O)c(Oc2ccc(F)cc2)c(O)c2ccccc21
    0.2	3	-2	-0.5	-14	-1	-20	-9	97
- COc1cccc(NC(=O)Nc2ccc3c(c2)CCC3)c1
    -1.5	-12	1	-0.5	-4	-4	-2	-4	101
- Cc1cc(C)n(CCN(C)Cc2cn[nH]c2-c2ccc(F)cc2F)n1
    -2.9	-3	3	-3.7	-2	13	46	-10	99
- CCCCC(=O)Nc1ccc(F)c(Cl)c1
    1.1	-1	0	-0.3	1	3	-7	-1	99
- CCN(CC(=O)NC1CC1)S(=O)(=O)c1ccc(C)cc1
    -5.3	-6	4	-2.3	0	-2	22	-2	103
- CCCn1c(=O)c(C(=O)NCCc2ccc(Cl)cc2)c(O)c2ccccc21
    -4.4	-9	3	-3.1	3	-10	39	-1	107
- CC1=C(c2ccc(C)cc2)[N+](=O)C(C)(C)N1[O-]
    0.2	-11	-2	0.1	6	9	-12	-4	101
- Cc1cc(/C=C2/NC(=S)NC2=O)c(C)n1-c1cccnc1
    1.6	-3	3	3.4	-3	26	12	-8	95
- Cc1ccc(C(=O)NCCNC(=O)c2cccnc2)cc1
    -2.1	-3	1	0.5	-7	17	32	4	104
- O=C1CC(c2ccc(F)cc2)C2=C(CCCC2=O)N1 (stereo not given)
    -0.3	4	4	-0.9	2	-10	21	10	109
- CC(C)(C)OC(=O)N1CCC2(CC1)Oc1ccc(F)cc1C(=O)C21CC(c2cccnc2)=NO1 (stereo not given)
    .	.	6	.	.	4	18	3	89
- O=C(COC(=O)c1ccc2[nH]c3c(c2c1)CCCC3)Nc1ccccc1
    -0.3	-5	-1	2.8	-6	5	-9	-10	95
- NC(=O)C(F)(F)C12OC3C4C5CC(C6C5C3C61)C42 (stereo not given)
    -3.2	2	2	-2.6	-8	7	14	-1	104
- O=C(CN1C(=O)c2ccccc2C1=O)OCN1C(=O)c2ccccc2C1=O
    -0.4	1	.	-1.6	2	.	.	.	.
- COc1cc(NC(=O)C2CCCCC2)c(OC)cc1NC(=O)c1ccccc1
    -1.6	-32	2	-1.8	1	2	40	6	100

# Continuation.
# Values run as follows: IMP-1 inh	DNA FID counter	IDE act	VIM-2 inh	HCV NS3 hel inh	UBC9 SUMO inh	PHOSPHO1 inh	pCIP destab	MEKK3 PB1 HTS
- C/C(CC(=O)Nc1ccc2c(c1)OCCO2)=N\NC(=O)COc1ccccc1C
    -3.7	-21	0	-3.9	11	15	26	0	102
- COc1ccccc1C(=O)C1CCCN(Cc2cn[nH]c2C2CCCCC2)C1 (stereo not given)
    -3.3	6	3	-2.9	-27	-1	41	5	104
- Cc1ccc(Cl)cc1N1CCN(C(=O)c2ccc(CS(=O)Cc3ccc(Cl)cc3)o2)CC1 (stereo not given)
    -3.0	-44	-2	-2.0	-18	-10	32	2	103
- Cc1ccnc(NC(=O)c2cccc(NC(=O)c3ccccc3C)c2)c1
    -1.2	-17	2	-1.9	7	15	14	-2	106
- CC(C)Oc1cccc(-c2cc(C(=O)N3CCN(S(C)(=O)=O)CC3)c3ccccc3n2)c1
    -1.6	-32	1	-3.1	-13	-11	-14	-11	106
- Cc1cc(NC(=O)CSCC(=O)OCc2nnc(-c3ccccc3)o2)no1
    -1.8	-9	7	-0.2	-1	3	24	74	97
- CC(=O)c1ccc(NC(=O)C2CCN(S(=O)(=O)c3cccc4cccnc34)CC2)cc1
    -2.8	-9	-2	-2.9	-4	-8	-17	0	103
- CCCCNC(=O)C12CCC(C)(C(=O)C1Br)C2(C)C (stereo not given)
    -1.9	-8	4	-6.0	-1	-16	-7	-19	101
- COc1ccccc1N1CCN(C(=O)c2ccc(Cn3c(=O)[nH]c4ccsc4c3=O)cc2)CC1
    -3.1	-16	4	-1.6	-6	2	32	-7	99

# Screens: PubChem, several laboratories
